# HIF act – HIF pathway transcriptional activation. U2OS HRE-luciferase reporter, luminescence; normalized: DMSO 0%, desferrioxamine 100%. activation, % at 7.5 µM (by protocol). 0.32% of 300,000 active. AID 1910;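 active = mean activation of at least 10% of the iron chelator positive control signal, with at least half of replicates also reaching 10%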
# TRPC6 inh – mouse TRPC6 channel inhibition | 1.1% of 310,000 active | AID 2553 | Q61143 | B-score at 10 µM | HEK293-TRPC6, membrane potential dye, ACh-evoked depolarization; hits give low values;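 active = B-score under library mean minus 3 SD, initial fluorescence not abnormally high, positive integrated signal ratio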;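 also: B-score derived from integrated fluorescence ratio over the kinetic read; more negative B-score means stronger inhibition of depolarization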
# PolyA inh – inhibitors of polyadenylation in S. cerevisiae. 0.02% of 300,000 active. AID 1875. calls only at 12 µM. S. cerevisiae SKY197-pL101 polyadenylation reporter, beta-gal luminescence; efflux-impaired pdr1/pdr3 knockout yeast; score 100 = 6 SD above DMSO;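 active = lowest replicate activity score at least 50, where 100 means six control SD above control mean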;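 also: yeast exposed to compound for 9 h at 30 °C; higher score means more reporter readthrough which indicates perturbed polyadenylation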
# AI-2 QS modul – modulators of Vibrio harveyi AI-2 quorum sensing system | activity change, % at 7.5 µM | Vibrio harveyi JMH597 AI-2 luminescence/OD600 ratio, 9 h; hits give low values; strain lacks LuxN and CqsS sensors; 0 = neutral-control median | 0.4% of 300,000 active | AID 2094; in the data active = activity change below about -75%, passing the limit was not always enough;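 also: luminescence divided by OD600 gain over 9 h not by final OD600 alone; inactives centre near 13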
# TRPC6 act – activates the mouse TRPC6 cation channel | Q61143 | HEK293-TRPC6 membrane potential dye fluorescence; hits give high values | B-score at 10 µM | 0.13% of 310,000 active;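 active = B-score of the integrated fluorescence ratio above library mean plus 3 SD, and starting fluorescence ratio within library mean plus 5 SD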;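 also: higher score means more depolarization so channel activation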
# TRPC4 PAM – TRPC4 (mouse) allosteric potentiation; Q9QUQ5; HEK293 TRPC4beta/mu-opioid, DAMGO EC20, Fluo-4 Ca2+ flux; hits give high values; B-score at 10 µM; 0.42% of 310,000 active;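 active = B-score of calcium response area above 5 SD of library B-scores, with initial fluorescence ratio within 5 SD of library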;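 also: B-score of integrated fluorescence ratio over time as area under calcium response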
# TRPC4 agonist – TRPC4 (mouse) channel activation. Q9QUQ5. HEK293 TRPC4beta/mu-opioid, Fluo4 calcium fluorescence; hits give high values. B-score at 10 µM. 0.49% of 310,000 active;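 active = B-score above 5 SD of library B-scores, and initial fluorescence ratio not above library mean plus 5 SD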;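 also: positive B-score marks a calcium rise read as TRPC4 activation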
#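 Incubation: 45 min room-temperature Fluo4 loading, 110 s read / System: HEK293 cells stably co-expressing mouse TRPC4beta and mu-opioid receptor / Signal: Fluo4 fluorescence, kinetic / Control set: buffer (low) and maximal DAMGO (high) / Measure: integrated baseline-normalised fluorescence ratio, converted to per-well B score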
# MrgX1 antagonist – blocks BAM8-22 activation of human MrgX1 receptor; Q96LB2; MRGX1-HEK293 calcium flux, Fluo-4, BAM8-22 antagonism; hits give low values; B-score at 10 µM; 1.3% of 310,000 active; AID 588676;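 active = calcium-response B-score plate-corrected more than 3 library SD below zero, starting fluorescence within 5 deviations, no agonist response on first addition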;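 also: peak minus trough fluorescence over baseline after final BAM8-22 challenge near maximal dose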
# Target sequence (Q96LB2 whole entry, looked up): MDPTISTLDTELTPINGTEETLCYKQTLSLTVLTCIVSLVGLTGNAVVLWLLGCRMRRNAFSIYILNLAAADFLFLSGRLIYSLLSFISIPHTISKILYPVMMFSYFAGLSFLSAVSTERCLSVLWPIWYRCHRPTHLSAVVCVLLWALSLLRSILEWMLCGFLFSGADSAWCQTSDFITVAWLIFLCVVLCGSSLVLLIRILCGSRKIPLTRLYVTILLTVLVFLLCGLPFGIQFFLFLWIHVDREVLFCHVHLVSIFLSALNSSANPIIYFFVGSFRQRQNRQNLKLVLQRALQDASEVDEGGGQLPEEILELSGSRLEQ
# MrgX1 allo act – allosterically activates human MrgX1 receptor signaling | B-score at 10 µM | 0.63% of 310,000 active | MrgX1-HEK293, Fluo-4 calcium flux, FDSS; hits give high values;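 active = plate-corrected calcium response at least 3 library SD above typical, normal starting fluorescence, not activating the receptor alone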;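 also: compound read alongside a low EC10 to EC30 dose of BAM8-22 agonist; peak minus trough fluorescence over baseline measured at the second addition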
# MrgX1 ag – agonists of human MrgX1 receptor. B-score at 10 µM. 0.44% of 310,000 active. MrgX1-HEK293 cells, Fluo-4 calcium fluorescence, agonist mode; hits give high values;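 active = calcium response B-score plate-corrected fluorescence ratio at least 3 library SD, with starting fluorescence B-score inside 5 SD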
#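 Assay system: MrgX1-expressing HEK293 cells / Amount: fifteen thousand cells per well / Doses: test compound in the initial addition of three / Timing: cells plated overnight, dye loaded 0.5 h 37 °C, 0.5 h room temperature / Technique: kinetic calcium dye fluorescence, Fluo-4 NW / Control set: positive and negative controls per plate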
# TRPC4 inh – TRPC4 (mouse) channel inhibition | Q9QUQ5 | HEK293 TRPC4beta/mu-opioid, DAMGO-evoked Fluo4 calcium flux; hits give low values | B-score at 10 µM | 0.39% of 300,000 active | AID 2247;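 active = B-score over 3 SD under the library average, no early fluorescence shift, positive overall ratio signal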
#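 Material: HEK293 cells with stable TRPC4beta plus mu-opioid receptor expression; probe or stimulus: DAMGO in two steps, submaximal then maximal; technique: Fluo4 calcium fluorescence by kinetic imaging, 5 s 1 Hz baseline; measure: integrated fluorescence ratio relative to baseline, converted to per-well B score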
# Starred values were filed as active, the others as inactive; i = inactive; nt = no result given.
# Start of the data: the first 2 records as a preview:
smiles	PolyA inh	TRPC4 agonist	TRPC6 act	TRPC4 inh	MrgX1 allo act	TRPC4 PAM	AI-2 QS modul	MrgX1 ag	HIF act	TRPC6 inh	MrgX1 antagonist
O=C1CC(Nc2ccc(N3CCOCC3)cc2)C(=O)N1c1cccc(C(F)(F)F)c1 (configuration not stated)	i	i	i	i	i	i	20	i	-0.1	i	i
O=C(Nc1ccccc1Cl)Oc1ccc(-c2ccccc2)cc1	i	i	i	i	i	i	27	i	1.0	i	i

# Main list, from the first entry:
smiles	PolyA inh	TRPC4 agonist	TRPC6 act	TRPC4 inh	MrgX1 allo act	TRPC4 PAM	AI-2 QS modul	MrgX1 ag	HIF act	TRPC6 inh	MrgX1 antagonist
O=C1CC(Nc2ccc(N3CCOCC3)cc2)C(=O)N1c1cccc(C(F)(F)F)c1 (configuration not stated)	i	i	i	i	i	i	20	i	-0.1	i	i
O=C(Nc1ccccc1Cl)Oc1ccc(-c2ccccc2)cc1	i	i	i	i	i	i	27	i	1.0	i	i
CCCNC(=S)Nc1ccc(CC(=O)OC)cc1	i	i	i	i	i	i	14	i	0.1	i	i
CN(C)c1nc(Nn2cnnc2)nc(N(C)C)n1	i	i	i	i	i	i	1	i	-1.1	i	i
COc1cc(C)c(Cl)cc1S(=O)(=O)NC1CC(C)(C)NC(C)(C)C1	i	i	i	i	i	i	5	i	-0.6	i	i
COc1ccc(CCNC(=O)CCSc2nc(-c3ccco3)cc(C(F)(F)F)n2)cc1OC	i	i	i	i	i	i	15	i	-0.4	i	i
Cc1ccc(Cl)cc1NC(=O)COC(=O)C1CC1	i	i	i	i	i	i	-6	i	-0.7	i	i
Cc1ccc(N=C2C(=O)Nc3ccccc32)cc1	i	i	i	i	i	i	11	42*	-0.2	i	i
COc1cccc(CN(C)C(=O)c2cccc(OCc3ccccc3)c2)c1	i	i	i	i	i	i	9	i	-0.5	i	i
CC1CN(C(=O)c2cccc(S(=O)(=O)Nc3ccc(Cl)cc3)c2)CC(C)O1 (configuration not stated)	i	i	i	i	i	i	16	i	0.0	i	i
C=CCN(C(=O)c1csnn1)C(C(=O)NC1CCCCC1)c1ccccc1 (configuration not stated)	i	i	i	i	i	i	16	i	-14	i	i
CSc1nc(N2CCOCC2)c2c(c1C#N)CC(C)(C)OC2	i	i	i	i	i	i	20	i	-0.5	i	i
COC(=O)CC1=C(C(=O)OC)C(c2cc(OC)c(OC)cc2OC)C(C#N)=C(N)O1 (configuration not stated)	i	i	i	i	i	i	2	i	-0.3	i	i
CC(C)(C)SCCNC(=O)c1ccc(CN2CCc3ccccc3C2)cc1	i	i	i	i	i	i	32	i	3.9	i	i
Cc1ccc(S(=O)(=O)N2CCC(Oc3ccc(-n4cnnn4)cc3)CC2)cc1	i	i	i	i	i	i	19	i	0.2	i	i
C=CCNC(=S)/N=c1/ccccn1Cc1ccccc1	i	i	i	i	i	i	5	i	1.3	i	i
CCC1=C2CC[C@H]3C(=O)N(c4ccccc4)C(=O)[C@H]3[C@H]2[C@@]2(C)C(=NCc3ccccc3)OC(=O)N2C1=O	i	i	i	i	i	i	11	i	0.1	i	i
c1ccc(NCc2cccc3ccccc23)nc1	i	i	i	i	i	i	-3	i	-34	i	i
Cc1cccc(NC(=O)CSc2nnc(C3CC3)n2CC2CCCO2)c1 (configuration not stated)	i	i	i	i	i	i	13	i	0.0	i	i
CCOC(=O)c1sc(NC(=O)C2=COCCO2)c(C#N)c1C	i	i	i	i	i	i	21	i	0.3	i	i
O=C(O)c1c(-n2cccc2)sc2c1CCCC2	i	i	i	i	i	i	10	i	-0.5	i	i
CC(C)(C)OC(=O)NCCCC[C@H](NC(=O)c1nc[nH]c1C(=O)NCC(=O)OCc1ccccc1)C(=O)OC(C)(C)C	i	i	i	i	i	i	8	i	-3.0	i	i
O=C(c1cccs1)N(Cc1ccco1)C1CCS(=O)(=O)C1 (configuration not stated)	i	i	i	i	i	i	41	i	-0.1	i	i
CN(C)c1ccc(/C=N/NC(=O)CNC(=O)c2ccco2)cc1	i	i	i	i	i	i	13	i	-2.4	i	i
Cc1c(C)n(Cc2ccc(Cl)cc2)c2ccc(C(=O)NCCN3CCOCC3)cc12	i	i	i	i	i	i	-8	i	-0.6	i	i
Cc1ccc(CCNC(=O)c2sc3nc4n(c(=O)c3c2C)CCC4)cc1	i	i	i	i	i	i	nt	i	0.8	i	i
Cc1cc(C)cc(NC(=O)C2CCCN(S(=O)(=O)c3c(C)noc3C)C2)c1 (configuration not stated)	i	i	i	i	i	i	-3	i	-0.5	i	i
Cc1ncoc1C(=O)N1CCCC(C(=O)c2ccc(Oc3ccccc3)cc2)C1 (configuration not stated)	i	i	i	i	i	i	-12	i	-0.1	i	i
CC(NC(=O)COC(=O)Cc1ccccc1[N+](=O)[O-])c1ccccc1 (configuration not stated)	i	i	i	i	i	i	9	i	-0.3	i	i
CCC(C)c1ccc(NC(=S)NCCn2cc(Cl)cn2)cc1 (configuration not stated)	i	i	i	i	i	i	-1	i	-2.7	i	i
CCC(C)/C(C)=N/NC(=O)c1ccc(CSc2nc3ccccc3s2)cc1 (configuration not stated)	i	i	i	i	i	i	26	i	3.7	i	i
COc1ccc(-c2[nH]ncc2CN(C)CCCN2CCOCC2)cc1F	i	i	i	i	i	i	11	i	-0.2	i	i
CC1SCC(=NOCc2ccccc2)CS1 (configuration not stated)	i	i	i	i	i	i	7	i	1.7	i	i
CCc1ccccc1NC(=O)c1cccc(NC(=O)/C=C/c2ccco2)c1	i	i	i	i	i	i	14	i	0.0	i	i
Cc1cc(C)n2c(SCc3ccc(Br)cc3)nnc2n1	i	i	i	i	i	i	35	i	0.4	i	i
N#Cc1ccccc1NS(=O)(=O)c1cc2c3c(c1)CCN3C(=O)CC2	i	i	i	i	i	i	9	i	2.0	i	i
CCOc1cc(S(=O)(=O)n2ccnc2)ccc1Br	i	i	i	i	i	i	24	i	-0.4	i	i
COc1ccc(CC(=O)Nc2cccc(-c3ccc4nnc(C)n4n3)c2)cc1OC	i	i	i	i	i	i	21	i	-0.5	i	i
O=c1nc(N/N=C/c2ccco2)cn[nH]1	i	i	i	i	i	i	32	i	-0.2	i	i
Cc1cccc(N=C2NC(=O)/C(=C3/C(=O)N(C)c4ccccc43)S2)c1C	i	i	i	i	7.3*	i	27	i	-37	i	i
COc1cc(OC)c2ccc(=O)oc2c1C(CC(=O)N1CCCC1)c1ccc2c(c1)OCO2 (configuration not stated)	i	i	i	i	i	i	31	i	-2.1	i	i
CCOC(=O)C1=C(c2ccccc2)OC(N)=C(C#N)C1c1ccc(Cl)s1 (configuration not stated)	i	i	i	i	i	i	20	i	nt	i	i
CC(Oc1cccc(Cl)c1)C(=O)Nc1nc(-c2ccccn2)cs1 (configuration not stated)	i	i	i	i	i	i	36	i	1.9	i	i
O=C(c1cc(=O)c2ccccc2o1)N1CCN(c2cccc(Cl)c2)CC1	i	i	i	i	i	i	11	i	-0.2	i	i
COC(=O)c1cc(C)ccc1OCc1ccc([N+](=O)[O-])cc1	i	i	i	i	i	i	3	i	1.6	i	i
CCn1c(CC(=O)Nc2ccccc2)nnc1SCC(=O)NC1=NCCS1	i	i	i	i	i	i	-9	i	0.1	i	i
Cc1ccc(-c2nc(CN(C)Cc3cccc4cnccc34)c(C)o2)s1	i	i	i	i	i	i	11	28*	-0.3	i	i
CC(=O)N=C1SC2CS(=O)(=O)CC2N1c1ccc(-c2nc3ccc(C)cc3s2)cc1 (configuration not stated)	i	i	i	i	i	i	17	i	2.1	i	i
CCN(CC)C(=O)Cn1cc(S(=O)(=O)CC(=O)Nc2ccc(C(N)=O)cc2)c2ccccc21	i	i	i	i	i	i	-9	i	-0.2	i	i
CCN(C(=O)c1cnc(NC(C)C)cc1C(F)(F)F)c1ccc(Cl)cc1Cl	i	i	i	-6*	i	i	17	i	0.2	i	i
CCCCCCCSc1nnc(N)s1	i	i	i	i	i	i	28	i	0.1	i	i
CCCCN(C)CCNC(=O)CCn1nc(-c2ccc(Cl)cc2)ccc1=O	i	64*	i	i	i	11*	20	i	-0.4	i	i
O=C(O)Cc1csc(Nc2cccc(Cl)c2)n1	i	i	i	i	i	i	22	i	0.1	i	i
CCN(CC)c1ccc(C2C(C(=O)OCCOC)=C(C)NC3=C2C(=O)CCC3)cc1 (configuration not stated)	i	i	i	i	i	i	10	i	-0.3	i	i
N#Cc1nc(-c2ccccc2F)oc1NC1CCCCC1	i	i	i	i	i	i	52	i	1.2	i	i
O=C(O)CN1C(=O)SC(Nc2ccccc2C(=O)O)C1=O (configuration not stated)	i	i	i	i	i	i	13	i	0.0	i	i
CC1CCCCN1C(=O)c1cc(S(=O)(=O)N2CCCCC2)c[nH]1 (configuration not stated)	i	i	i	i	i	i	-1	i	-0.1	i	i
CC(=O)N1CCN(c2ccc(NCc3ccc(C)s3)cc2)CC1	i	i	i	i	i	i	29	i	0.3	i	i
Cc1ccc2[nH]c(=O)c(CN(Cc3ccco3)C(=O)c3cccs3)cc2c1	i	i	i	i	nt	i	0	nt	-0.1	i	nt
CCCc1ccc(OCCNC(=O)c2ccco2)cc1	i	i	i	i	i	i	-83*	i	1.7	i	i

# Other results follow.
smiles	PolyA inh	TRPC4 agonist	TRPC6 act	TRPC4 inh	MrgX1 allo act	TRPC4 PAM	AI-2 QS modul	MrgX1 ag	HIF act	TRPC6 inh	MrgX1 antagonist
O=C(Nc1ccc2c(c1)OCCO2)NC1CCCCC1	i	i	i	i	i	i	17	i	0.9	i	i
CN(Cc1ccco1)S(=O)(=O)c1nnc(NC(=O)c2cccc(Cl)c2)s1	i	i	i	i	i	i	21	i	1.8	i	i
Cc1ccccc1OCCn1cc(/C(N)=N/O)c2ccccc21	i	i	i	i	i	i	9	i	0.1	i	i
O=[N+]([O-])c1ccc2nn(Cc3ccccc3)cc2c1	i	i	i	i	i	i	-2	i	-26	i	i
COCCN1C(=O)C(O)=C(C(C)=O)C1c1ccc(OC)c(OC)c1 (configuration not stated)	i	i	i	i	i	i	10	i	-0.2	i	i

# Compound activity (PubChem BioAssay)

# An excerpt; the hit share may differ from the screen's.
